High-throughput results from PubChem.
H37Rv inhibition: M. tuberculosis growth inhibition, HTS (AID 449762); hit rate 0.59% among 330,000; one-dose inhibition, % at 25 µM; IC50 in µM for titrated hits; M. tuberculosis H37Rv growth inhibition, 7H9 media; higher % means a stronger effect; in the data active = a potency from the dose series; inconclusive = inhibition above about 70% without an active follow-up result;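 also: bacterial growth assessed after seven days of incubation; strong numbers were not always called active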
influenza NS1A: H1N1 influenza NS1A inhibitors, functional cell based assay (AID 504329). NS1A functional cell-based assay, percent inhibition; higher % means a stronger effect. inhibition, % at 12.5 µM, or IC50 in µM where a hit was titrated. hit rate 0.3% among 340,000; in the data active = a potency from the dose series; inconclusive = inhibition above about 27% without an active follow-up result; also: strong numbers were not always called active
inhibitors of VEEV: inhibitors of VEEV TC-83 cytopathic effect, confirmation, Vero cells (AID 588727). Vero cells, VEEV TC-83 cytopathic effect inhibition; higher % means a stronger effect. inhibition, % at 20 µM; hits with a dose series show IC50 in µM. hit rate 0.13% among 350,000; in the data active = a potency from the dose series; inconclusive = inhibition mostly from about 14% at the one dose, without a potency; inactive = the rest, 99 in 100 with inhibition below about 12%; also: strong numbers were not always called active
tuberculosis growth: growth inhibition of non-replicating M. tuberculosis (AID 488890); inhibition, % at 25 µM; hits with a dose series show IC50 in µM; hit rate 0.39% among 320,000; Mycobacterium tuberculosis non-replicating, growth inhibition; higher % means a stronger effect; in the data active = a potency from the dose series; inconclusive = inhibition mostly from about 82% at the one dose, without a potency; inactive = the rest, 99 in 100 with inhibition below about 76%;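 also: plate controls were DMSO cells for no effect and high antibiotic wells for full effect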
PhoP GFP inhibition: Inhibition of PhoP regulon, Salmonella typhi GFP reporter cells, confirmation, 4 h (AID 1850); Salmonella Typhi PhoP-promoter GFP reporter, fluorescence, 4 h; higher % means a stronger effect; hit rate 0.33% among 310,000; inhibition, % at 50 µM, or IC50 in µM where a hit was titrated; in the data active = a potency from the dose series; inconclusive = inhibition mostly from about 25% at the one dose, without a potency; inactive = the rest, 99 in 100 with inhibition below about 19%;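 also: 0% = induced wells with vehicle and 100% = uninduced wells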
inhibitors of VEEV 10K pilot screen: also measured in inhibitors of VEEV; calls as there; inhibition, %; measured here: 10K pilot screen inhibition
Active calls of the source: *; i = inactive; u = inconclusive; x = not tested or not shown.

SMILES	H37Rv inhibition	influenza NS1A	inhibitors of VEEV	tuberculosis growth	PhoP GFP inhibition	others
CCOc1ccc(CN2CCCC(CO)(Cc3ccc(F)cc3)C2)cc1 (configuration not stated)	7%	2%	i	-6%	0%
Cc1nn(-c2ccccc2)c(C)c1/C=N/NC(=O)CSc1nnc(SCc2ccc(Cl)cc2)s1	-7%	0%	12%	65%	0%
COc1ccc(-c2csc(NC(=O)C3CCCO3)n2)cc1 (configuration not stated)	5%	-1%	0.3%	6%	4%
COc1ccc2[nH]c(=O)c(CN(Cc3ccc(C)cc3)Cc3nnnn3CC3CCCO3)cc2c1 (configuration not stated)	4%	8%	u	14%	-2%
O=C(CN1C(=O)/C(=C/c2ccccc2)Sc2ccccc21)NCCCN1CCOCC1	4%	2%	1.2%	9%	3%
Cc1cccc(N2C(=O)/C(=C/c3ccc(CN(CCC#N)S(C)(=O)=O)o3)C(=O)NC2=S)c1	-3%	4%	0.7%	9%	-10%
CC1(C)Cc2c(sc(/N=C/N3CCCCC3)c2C#N)C(C)(C)N1	8%	-4%	i	8%	5%
COc1ccc(/C=C/C(=O)OCc2csc(-c3ccccc3)n2)cc1OC	2%	9%	1.8%	24%	-10%
CN1C(=S)SC(N2OC3C(=O)N(c4ccccc4)C(=O)C3C2c2ccc(Cl)cc2)C1(C)C (configuration not stated)	1%	-5%	i	-26%	-5%
COc1cc2c(cc1OC)/C(=C/c1ccc(Cl)cc1)C(=O)OC2	1%	0%	10%	47%	-1%
O=C(c1ccc(Br)cc1)N(Cc1ccco1)C1CCS(=O)(=O)C1 (configuration not stated)	4%	8%	0.9%	0%	-11%
COc1ccc(CNC(=O)CSc2nnc(-c3ccc(NC(C)=O)cc3)n2C)cc1	7%	3%	1.6%	2%	8%
COc1ccc(-c2noc(C(C)NS(=O)(=O)c3ccc(NC(C)=O)cc3)n2)cc1 (configuration not stated)	6%	0%	1.5%	-11%	10%
CN(C)S(=O)(=O)N(CC(=O)NCCSCc1ccc(Cl)cc1)c1ccccc1	-4%	-56%	4.1%	4%	1%
CCC(CC)C(=O)Nc1ccc(Sc2ccc([N+](=O)[O-])cc2)cc1	-7%	9%	i	-10%	4%
O=C(COC(=O)/C=C/c1ccc([N+](=O)[O-])cc1)NCc1ccc2c(c1)OCO2	4%	-7%	2.9%	29%	-7%
CCOc1ccc(Nc2nc3cc(S(=O)(=O)CC)ccc3o2)cc1	-7%	-23%	6.7%	6%	-1%
CC(=O)Nc1ccc(S(=O)(=O)N(C)c2ccc(O)cc2)cc1	-6%	-3%	5.7%	-5%	-12%	inhibitors of VEEV 10K pilot screen=0.3
COC(=O)CSc1nc2cc(Cl)ccc2c(=O)n1C1CCCC1	-1%	0%	3.4%	25%	0%
C/C(=N\NC(=O)c1nn(C)cc1Br)c1cccc(NC(=O)C(C)(C)C)c1	-3%	8%	1.7%	-7%	4%
Cc1cc(C)nc(SCC(CSc2nc(C)cc(C)n2)C(=O)O)n1	-1%	-14%	0.8%	-15%	-5%
CCC(=O)C1CCCN(C(=O)c2ccc(OC3CCN(C(=O)CCOC)CC3)cc2)C1 (configuration not stated)	-9%	8%	1.8%	-11%	-9%
Cc1ccc(C)c(N2CCN(c3ccc4cc(S(=O)(=O)N5CCCCC5)ccc4n3)CC2)c1	17%	-1%	i	39%	-23%
CCOc1ccc(CN(C(=O)c2oc3ccccc3c2C)C2CCS(=O)(=O)C2)cc1 (configuration not stated)	5%	8%	i	24%	3%
O=C1CCCCN1CC(=O)N1CCCC(Nc2ccc(F)cc2)C1 (configuration not stated)	-1%	-5%	1.1%	-6%	-5%

Next structures follow:
SMILES	H37Rv inhibition	influenza NS1A	inhibitors of VEEV	tuberculosis growth	PhoP GFP inhibition	others
O=C(CCc1ccccc1)Nc1cc2c(cc1Cl)OCCO2	3%	30%	3.0%	17%	-1%
COc1ccc(NC2=NCCC(=O)N2Cc2cccs2)cc1	-5%	-8%	i	1%	-12%
COc1ccc(CNc2cc([N+](=O)[O-])ccc2OC)cc1	14%	-2%	0.2%	26%	-2%
O=C(NN1C(=O)/C(=C/c2ccc(O)c([N+](=O)[O-])c2)SC1=S)c1ccccc1Cl	29%	17%	0.6%	55%	6%
O=C(O)c1ccc(-n2cncn2)c([N+](=O)[O-])c1	4%	-15%	1.6%	2%	-2%
CCOc1ccc(-n2c(SCc3cc(=O)oc4cc(C)ccc34)nnc2-c2cccnc2)cc1	-5%	3%	1.2%	15%	-1%	inhibitors of VEEV 10K pilot screen=0.4
O=C(NCc1nc2ccccc2[nH]1)C1=C[C@@H](c2csc3ccccc23)C[C@@H](OCCCCO)O1	u	-6%	2.4%	62%	10%
Oc1cccc(C(=S)N2CCC(Cc3ccccc3)CC2)c1	0%	-6%	i	6%	-4%
Cc1nc(Nc2ccc(S(=O)(=O)N3CCCCC3C)cc2)c2nnn(Cc3ccccc3)c2n1 (configuration not stated)	0%	5%	1.8%	-2%	-7%
O=C(CSc1ccc2ccccc2n1)NC1CC1	-2%	0%	1.2%	19%	x
COc1ccc(S(=O)(=O)c2nnn(-c3cccc(Cl)c3)c2N)cc1	-3%	-15%	0.1%	27%	4%
CN(C)c1ccc(NC(=O)Nc2cccc3ccccc23)cc1	-4%	-17%	2.2%	36%	13%
Cc1[nH]c2ccc(C(=O)NC3CCC(C)CC3)cc2c1C (configuration not stated)	-8%	5%	0.9%	-3%	-7%
Cc1cc(N2CC(C)OC(C)C2)nc2ccccc12 (configuration not stated)	3%	6%	0.7%	0%	2%
Cc1ccc(-c2nn3c(C)nnc3s2)cc1NC(=O)c1ccc(Br)o1	0%	-2%	9.3%	13%	-3%
OCC[C@H]1C[C@@H](O)[C@H](O)[C@@]2(Cc3ccccc3CO2)O1	-8%	-2%	0.2%	-1%	10%
Cc1nc2nc(COc3ccccc3)nn2c(C)c1Cl	-6%	-7%	0.5%	3%	27%
Cc1cccc(C)c1OCc1n[nH]c(=S)n1-c1ccccc1	0%	-5%	0.2%	-9%	3%
COc1cc(C)ccc1OCCCON1C(=O)CCC1=O	-4%	4%	1.8%	-4%	3%
Cn1cnc([N+](=O)[O-])c1Nc1cccc(O)c1	1%	-5%	0.6%	-3%	-4%
O=C(O)C1CCC(CN(Cc2cccc(Br)c2)C(=S)Nc2ccccc2F)CC1 (configuration not stated)	0%	3%	1.3%	-2%	11%
O=C(/C=C/c1cccs1)c1cc(Br)ccc1OC(=O)N1CCOCC1	1%	6%	9.2%	30%	2%
Cc1cc(C(=O)NNC(=O)[C@H](C)NC(=O)c2ccc(Br)cc2)c(C)o1	-3%	3%	1.7%	5%	x
O=c1c(N=Nc2ccc(O)cc2)c(-c2ccccc2)[nH]n1-c1ccc([N+](=O)[O-])cc1	2%	2%	3.0%	36%	0%
O=C(O)c1ccc(C[n+]2c(-c3ccccc3)csc2Nc2ccccc2)cc1	1%	14%	1.8%	-9%	-2%

Random excerpt: 6 compounds from above, in no set order.
SMILES	H37Rv inhibition	influenza NS1A	inhibitors of VEEV	tuberculosis growth	PhoP GFP inhibition	others
Cc1[nH]c2ccc(C(=O)NC3CCC(C)CC3)cc2c1C (configuration not stated)	-8%	5%	0.9%	-3%	-7%
Cc1nc(Nc2ccc(S(=O)(=O)N3CCCCC3C)cc2)c2nnn(Cc3ccccc3)c2n1 (configuration not stated)	0%	5%	1.8%	-2%	-7%
COc1ccc(CNc2cc([N+](=O)[O-])ccc2OC)cc1	14%	-2%	0.2%	26%	-2%
Cn1cnc([N+](=O)[O-])c1Nc1cccc(O)c1	1%	-5%	0.6%	-3%	-4%
COc1ccc(NC2=NCCC(=O)N2Cc2cccs2)cc1	-5%	-8%	i	1%	-12%
O=C(CSc1ccc2ccccc2n1)NC1CC1	-2%	0%	1.2%	19%	x

Next structures follow.
SMILES	H37Rv inhibition	influenza NS1A	inhibitors of VEEV	tuberculosis growth	PhoP GFP inhibition	others
CCn1c(SCC(=O)Nc2cc(C)nn2-c2ccccc2)nnc1-c1cccs1	-7%	-4%	0.3%	1%	4%
COc1ccc(-c2noc(COc3ccccc3OC)n2)cc1OC	-6%	0%	5.0%	11%	-2%
Cn1cc(C(=O)c2ccccc2C(=O)O)cc1C(=O)C(Cl)(Cl)Cl	1%	0%	i	-7%	-12%
COc1ccc(-c2cn3nc(SCC(=O)NC4CCCCC4)ccc3n2)cc1	9%	1%	4.0%	8%	3%
COc1cccc(NC(=O)CC2S/C(=N\S(=O)(=O)c3ccccc3)N(c3ccccc3)C2=O)c1 (configuration not stated)	8%	5%	0.7%	22%	1%
C=CCN1C(=O)C2C(C(=O)NC)C3(C)C=CC2(O3)C1C(=O)NCc1ccc(OC)cc1 (configuration not stated)	-5%	2%	1.4%	-15%	10%
O=C(NNC(=O)C1COc2ccccc2O1)c1ccccc1 (configuration not stated)	1%	-3%	0.2%	11%	0%
CC1=NN(C(=O)COc2cc(C)ccc2C(C)C)C(O)(c2ccccc2)C1 (configuration not stated)	3%	-8%	5.0%	44%	-4%
COc1cccc(C2CC(=O)NC3=C2C(=O)CCC3)c1 (configuration not stated)	0%	-4%	2.3%	-12%	4%
O=C(NNC(=O)C1CC(c2cccs2)=NO1)NC1CCCCC1 (configuration not stated)	-1%	-3%	1.3%	-1%	5%
COc1cccc(/C=N/NC(=O)c2ccc([N+](=O)[O-])cc2Cl)c1O	16%	6%	10%	u	2%
Nc1cc(OC(=O)c2ccco2)nn1S(=O)(=O)c1ccc(F)cc1	4%	-2%	2.7%	-5%	0%
CCS(=O)(=O)Nc1ccc(-c2nnc(SCC(=O)OC)o2)cc1	-11%	4%	0.6%	18%	-2%
NS(=O)(=O)c1ccc(CCNC(=O)COc2ccc3c4c(c(=O)oc3c2)CCC4)cc1	6%	-4%	0.1%	-7%	-1%
CC(C)C(NC(=O)CCNC(=O)c1ccc(C(C)(C)C)cc1)c1nc2ccccc2[nH]1 (configuration not stated)	-2%	4%	7.2%	5%	x
CCC1=Nc2cc(C(=O)NCCCOC)ccc2Sc2ccccc21	-9%	-2%	8.8%	8%	-6%
C=CCn1c(CCNC(=O)c2cccs2)nnc1SCC(=O)c1cccc([N+](=O)[O-])c1	-8%	14%	2.0%	20%	0%
C#Cc1ccc([C@@H]2C=C(C(=O)N3CCOCC3)O[C@H](OCc3ccc(CO)cc3)C2)cc1	8%	-11%	1.0%	43%	-3%
O=C(CCNS(=O)(=O)c1cccc2nsnc12)NCc1ccc(F)cc1	-2%	4%	2.4%	-10%	0%	inhibitors of VEEV 10K pilot screen=0.0
Clc1nccnc1N/N=C/c1ccc(Br)cc1	0%	-21%	1.1%	65%	6%
Cc1cc(CN2C(=O)c3ccccc3C2=O)on1	-20%	-3%	4.2%	-1%	5%
CCn1nc(C(=O)OCC(=O)N2c3ccccc3CC2C)c2ccccc2c1=O (configuration not stated)	-5%	1%	8.5%	7%	2%
Cc1onc(-c2c(F)cccc2Cl)c1C(=O)NCc1ccccn1	0%	2%	1.8%	-15%	3%
CCCC(=O)Nc1nnc(S(=O)(=O)N(C)Cc2ccco2)s1	4%	2%	4.2%	8%	-2%
CCCCNC(=O)OCC(CC)NC(=O)OCC(C)C (configuration not stated)	-6%	-2%	3.9%	24%	0%

The listing continues.
SMILES	H37Rv inhibition	influenza NS1A	inhibitors of VEEV	tuberculosis growth	PhoP GFP inhibition	others
CC(=O)Nc1ccc(Cc2nc3ccccc3[nH]2)cc1	0%	9%	0.2%	2%	6%
Cc1ccc(/C=C2/NC(=O)N(Cc3ccccc3F)C2=O)s1	-2%	4%	0.4%	18%	-11%
Cc1ccc(/C=C(\NC(=O)c2ccccc2)C(=O)NCCN2CCOCC2)o1	-6%	2%	0.3%	5%	5%
Cn1c(SCc2ccccc2F)nc2cccnc21	4%	20%	5.4%	-3%	-2%
COc1cc(/C=N/Nc2ccc([N+](=O)[O-])cc2S(=O)(=O)N2CCOCC2)cc(OC)c1OC	5%	-3%	1.3%	-5%	-6%
Cc1ccc(NC(=O)CSc2ncn[nH]2)cc1S(=O)(=O)N1CCOCC1	-5%	7%	0.5%	-4%	-4%
COc1ccccc1NC(=O)c1cc2c(s1)-c1ccccc1S(=O)(=O)C2	-5%	1%	8.6%	16%	18%
Cc1ccc(-c2nnc(CCC(=O)N(C)Cc3nccs3)o2)s1	-6%	-2%	1.5%	-15%	15%
COCc1[nH]nc2c1C(c1ccnc3ccccc13)C(C#N)=C(N)O2 (configuration not stated)	-6%	4%	i	9%	-7%
CCCCN1CC(COc2ccccc2)Oc2cccc(F)c2S1(=O)=O (configuration not stated)	x	-24%	i	x	x
COc1ccc(N(C(=O)Cc2cccs2)C(C(=O)NC2CCCCC2)c2cccn2C)cc1 (configuration not stated)	-7%	16%	0.3%	-4%	4%
